# Screens deposited in PubChem BioAssay by several laboratories.
# CendR NRP1 mod: alters CendR peptide binding to human NRP-1; O14786; FAM-RPARPAR peptide binding to NRP-1, fluorescence polarization; inhibition, % at 25 µM; hit rate 0.85% among 360,000;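 active = inhibition or corrected inhibition above about 18%, plus a signal ratio from 0.5 to 1.5, limit read from the data, passing the limit was not always enough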; also: strong numbers were not always called active
# MsrA inhibitor: inhibitors of bovine MsrA. AID 651718. purified bovine MsrA, absorbance read-out. inhibition, % at 15.5 µM. hit rate 0.75% among 360,000; in the data active = inhibition above about 4.5%;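 also: 0% = vehicle wells with enzyme and 100% = reference inhibitor wells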
# MT1-MMP act inh: inhibitors of human MT1-MMP activation; P50281; HT1080 RFP-PRO-GFP cells, GFP/RFP ratio fluorescence, overnight; percent of plate control window, DMSO zero; hit rate 0.061% among 360,000; GFP/RFP ratio change, % at 20 µM;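 active = GFP/RFP ratio change of at least 30% with cell ATP level not reduced by more than half and red fluorescence within 50% of control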; also: strong numbers were not always called active
#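 Assay system: HT1080 cells carrying an RFP-PRO-GFP reporter | Dosing: Single dose of 20 µM compound, 1% DMSO final | Incubation: Cells overnight before dosing, compound overnight, 37 °C, 5% CO2 | Evaluation: GFP/RFP fluorescence ratio | Control set: DMSO and RFP-L50D-GFP cell wells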
# FAS TE block: FAS thioesterase (human) inhibition; hit rate 0.67% among 360,000; recombinant FAS-TE, OMFH fluorogenic substrate, fluorescence endpoint; inhibition, % at 15 µM; AID 602261; P49327;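 active = compounds whose normalised, plate-corrected inhibition of enzyme fluorescence in the single-dose primary screen is 50% or more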;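 also: 0% = DMSO with enzyme and 100% = substrate without enzyme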
# SKN-1 inh: C. elegans SKN-1 inhibition; inhibition, % at 21.8 µM; hit rate 0.49% among 360,000; C. elegans VP596 Pgst-4::GFP/RFP ratio, acrylamide-induced, 24 h;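 active = interference check ratio from 0.5 to 1.5 plus GFP to RFP signal ratio inhibition reaching or exceeding a fixed threshold, cut at about 30% in these data, passing the limit was not always enough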; also: some compounds called inactive have numbers as strong as hits
# MLLE-PAM2 inh: inhibitors of microRNA-mediated deadenylation, human PABP1 MLLE binding; P11940; GST-MLLE / FITC-PAM2 fluorescence polarization; inhibition, % at 20 µM; hit rate 0.36% among 360,000; in the data active = inhibition above about 35%, passing the limit was not always enough;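 also: plate controls were DMSO wells with GST-MLLE for no effect and wells lacking GST-MLLE protein for full effect; some results filed as inactive read as strong as hits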
# Tb MetRS inh: blocks T. brucei methionyl-tRNA synthetase activity; purified T. brucei MetRS, ATP depletion, Kinase-Glo luminescence; inhibition, % at 11.9 µM; hit rate 0.4% among 360,000;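 active = inhibition above a per-plate cutoff of the control wells' mean inhibition plus 3 SD, cut at about 5.5% in these data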;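 also: 0% = DMSO wells median and 100% = median of wells with control inhibitor compound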
#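 Material: T. brucei methionyl-tRNA synthetase, purified; reagent: substrates ATP, L-methionine and bulk Escherichia coli tRNA; dosing: 11.9 µM single point; timing: 15 min plus 2 h at 25 °C; detection: luminescence of leftover ATP; evaluation: % inhibition; control set: DMSO-only wells as low control; replicates: singlicate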
# E coli Lon inh: E. coli protease La inhibition; P0A9M0; purified E. coli Lon protease, fluorescence polarization; inhibition, % at 7.94 µM; AID 602123; hit rate 0.42% among 360,000; in the data active = inhibition above about 13%, passing the limit was not always enough;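 also: 0% = enzyme with probe and DMSO and 100% = no enzyme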
# Target sequence (P0A9M0 whole entry, looked up): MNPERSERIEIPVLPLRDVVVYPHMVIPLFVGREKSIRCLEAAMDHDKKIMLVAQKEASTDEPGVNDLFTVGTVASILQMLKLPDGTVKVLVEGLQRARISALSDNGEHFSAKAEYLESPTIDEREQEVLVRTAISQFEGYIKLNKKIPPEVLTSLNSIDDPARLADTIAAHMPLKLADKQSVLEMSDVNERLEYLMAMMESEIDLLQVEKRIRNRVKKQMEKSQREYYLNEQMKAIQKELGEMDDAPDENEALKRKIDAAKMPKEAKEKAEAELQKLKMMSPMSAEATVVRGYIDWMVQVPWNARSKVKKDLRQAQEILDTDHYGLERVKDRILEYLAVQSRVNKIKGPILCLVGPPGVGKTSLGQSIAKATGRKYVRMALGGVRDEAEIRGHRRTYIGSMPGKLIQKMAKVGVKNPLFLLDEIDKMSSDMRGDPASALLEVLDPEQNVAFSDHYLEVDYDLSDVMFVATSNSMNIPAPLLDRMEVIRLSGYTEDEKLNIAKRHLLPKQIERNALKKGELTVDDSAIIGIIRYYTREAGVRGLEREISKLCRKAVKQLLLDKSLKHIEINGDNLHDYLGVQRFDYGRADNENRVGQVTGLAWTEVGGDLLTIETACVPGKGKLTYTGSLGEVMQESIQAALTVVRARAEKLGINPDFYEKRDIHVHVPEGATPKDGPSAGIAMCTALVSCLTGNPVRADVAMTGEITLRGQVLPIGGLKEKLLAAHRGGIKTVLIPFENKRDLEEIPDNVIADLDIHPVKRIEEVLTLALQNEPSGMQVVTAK
# MsrA act: activators of bovine methionine sulfoxide reductase A | purified bovine MsrA, absorbance read-out | activation, % at 10.6 µM | hit rate 0.3% among 360,000; in the data active = activation above about 7.5%;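 also: 0% = vehicle and 100% = reference activator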
# * = called active by the depositor.
(1) Cn1c(-c2ccccc2F)cc2onc(-c3ccccc3)c2c1=O
(2) COC(=O)c1c(C)nc(C)c(C(=O)OC)c1-c1ccc(OC)c(OC)c1
(3) CCCCCN(C(=O)CN(C)Cc1ccc(OC)cc1OC)c1c(N)n(CCCC)c(=O)[nH]c1=O
(4) O=C(CN1CCN(S(=O)(=O)/C=C/c2ccccc2)CC1)Nc1ccc(N2CCOCC2)cc1
(5) Cc1cccc(C(=O)O/N=C(\N)c2ccc(Cl)cc2)c1
(6) O=C(c1ccc(Cn2cc(Br)cn2)cc1)N1N=C(C(F)F)CC1(O)C(F)F (stereo not given)
(7) C=CCN(CC=C)C(=O)Cc1ccc(F)cc1
(8) CNc1nc(Nc2ccc(C)c(Cl)c2)c2cnn(C)c2n1

Screen / compound no.	1	2	3	4	5	6	7	8
CendR NRP1 mod	15	16	4	-14	10	-15	3	2
MsrA inhibitor	0.0	-0.1	-0.7	0.6	0.0	1.0	-0.2	-1.8
MT1-MMP act inh	2	5	-11	-1	2	1	-4	-2
FAS TE block	2	-4	-2	-4	3	0	-5	4
SKN-1 inh	11	-1	-5	-4	-10	19	5	-19
MLLE-PAM2 inh	-2	12	-1	9	-9	-18	-4	6
Tb MetRS inh	-0.3	-0.7	-1.1	-0.6	-1.3	0.3	-1.1	-0.9
E coli Lon inh	1	-3	-3	5	-1	5	-8	-8
MsrA act	-3	-6	1	-2	-4	-1	-6	-5

(9) O=C(NN=Cc1ccc(OC(F)F)cc1)c1ccc(NS(=O)(=O)c2cccs2)cc1
(10) COc1cccc2c1C1COC3C4CC(C(=O)O)C(C(C2)N13)N4C (stereo not given)
(11) CCOC(=O)CNc1nc(OCC#N)nc(N2CCOCC2)n1
(12) CC1(C)O[C@@H]2[C@H](O1)[C@@H](CO)O[C@H]2n1c(N2CCCCC2)nc2c(N)ncnc21
(13) COC(=O)c1cc(C(=O)OCC(=O)c2ccc[nH]2)cc([N+](=O)[O-])c1
(14) CO/N=C/C(c1ccc(Cl)nc1)S(=O)(=O)c1ccccc1 (stereo not given)
(15) COc1cc(CN2CCc3ccccc3C2)ccc1O
(16) COc1ccc(CN2C(=O)C(=O)N(CC(N)=O)C2=O)cc1

Screen / compound no.	9	10	11	12	13	14	15	16
CendR NRP1 mod	7	3	-11	2	0	16	-3	4
MsrA inhibitor	5.5*	-1.3	-0.2	-0.4	-0.9	-0.6	1.2	-0.7
MT1-MMP act inh	-1	-4	1	4	1	0	6	0
FAS TE block	-7	-7	-10	-9	31	-4	-4	-3
SKN-1 inh	-5	10	22	-2	6	-7	1	-2
MLLE-PAM2 inh	-2	4	-7	6	-12	2	15	3
Tb MetRS inh	-0.2	-0.3	-0.4	-0.2	-0.5	-1.1	-0.4	0.4
E coli Lon inh	-20	14	-3	0	5	1	0	-4
MsrA act	-5	-2	-5	-4	-7	-1	-3	-3

# Pulled by compound from the entries so far:
(14) CO/N=C/C(c1ccc(Cl)nc1)S(=O)(=O)c1ccccc1 (stereo not given)
(15) COc1cc(CN2CCc3ccccc3C2)ccc1O

Screen / compound no.	14	15
CendR NRP1 mod	16	-3
MsrA inhibitor	-0.6	1.2
MT1-MMP act inh	0	6
FAS TE block	-4	-4
SKN-1 inh	-7	1
MLLE-PAM2 inh	2	15
Tb MetRS inh	-1.1	-0.4
E coli Lon inh	1	0
MsrA act	-1	-3

# Further entries:
(17) CCOC(=O)c1c(C)c(C#N)c2c3ccccc3ccn12
(18) COc1ccc(N=C2C(=Nc3ccc(OC)cc3)N(c3ccc(N(C)C)cc3)C(=S)N2c2ccc(OC)cc2)cc1
(19) COc1ccc(NC(=O)CSc2nc3ccccc3c(=O)n2CCCC(=O)NCC2CCCO2)c(OC)c1 (stereo not given)
(20) C=C(C)COc1ccc2c(C)c(CC(=O)N3C[C@H]4C[C@@H](C3)c3cccc(=O)n3C4)c(=O)oc2c1C
(21) Cc1cc(C)n(-c2ccc(NC(=O)C3CCCCN3C(=O)c3cc(C)oc3C)cc2)n1 (stereo not given)
(22) Cc1ccccc1OCCC(=O)N1CCN(S(=O)(=O)c2ccc(F)cc2)CC1
(23) O=C(Cc1cccc(C(F)(F)F)c1)Nc1ccc(S(=O)(=O)N2CCCC2)cc1
(24) COCc1ccc(CN2CCC(N3CCC(C(=O)N4CCCC4)CC3)CC2)o1

Screen / compound no.	17	18	19	20	21	22	23	24
CendR NRP1 mod	9	26*	-17	-1	4	16	-12	13
MsrA inhibitor	0.2	0.9	0.6	1.2	0.0	0.1	-1.5	-0.7
MT1-MMP act inh	2	15	4	3	1	2	-1	-8
FAS TE block	-4	80*	-2	1	0	7	22	-5
SKN-1 inh	-6	-6	3	11	10	2	17	1
MLLE-PAM2 inh	9	13	-16	-9	-3	-5	-9	12
Tb MetRS inh	-1.4	-1.4	-0.3	-0.2	-0.1	-0.2	0.0	0.8
E coli Lon inh	-18	1	-2	-2	5	-5	8	3
MsrA act	-2	-5	-6	4	-2	-5	-2	-3

# 6 entries already listed, sorted by the number in MT1-MMP act inh, ascending.
item	compound	MT1-MMP act inh
24	COCc1ccc(CN2CCC(N3CCC(C(=O)N4CCCC4)CC3)CC2)o1	-8
23	O=C(Cc1cccc(C(F)(F)F)c1)Nc1ccc(S(=O)(=O)N2CCCC2)cc1	-1
21	Cc1cc(C)n(-c2ccc(NC(=O)C3CCCCN3C(=O)c3cc(C)oc3C)cc2)n1 (stereo not given)	1
22	Cc1ccccc1OCCC(=O)N1CCN(S(=O)(=O)c2ccc(F)cc2)CC1	2
20	C=C(C)COc1ccc2c(C)c(CC(=O)N3C[C@H]4C[C@@H](C3)c3cccc(=O)n3C4)c(=O)oc2c1C	3
18	COc1ccc(N=C2C(=Nc3ccc(OC)cc3)N(c3ccc(N(C)C)cc3)C(=S)N2c2ccc(OC)cc2)cc1	15

# Continued:
(25) CCn1c(SCc2nc3ccccc3[nH]2)nnc1-c1cccs1
(26) O=C(CNC(=O)c1ccc(Cl)cc1)c1ccc(Cl)cc1
(27) O=C(Nc1ccc2c(c1)CCC2)c1cccc(OC(F)F)c1
(28) O=C(c1ccco1)N1N=C(c2cccs2)CC1c1ccccc1O (stereo not given)
(29) CC1CCC(NC(=O)c2cc3ccccc3cc2O)CC1 (stereo not given)
(30) COc1ccc(C(=O)OCC(=O)NC2CC2)cc1F
(31) CCS(=O)(=O)N1CCN(CC2CC3C=CC2C3)CC1 (stereo not given)
(32) CC(C)(Oc1ccc(Cl)cc1)C(=O)OCC(=O)N1CCCC1

Screen / compound no.	25	26	27	28	29	30	31	32
CendR NRP1 mod	0	8	10	-36	-3	-12	6	16
MsrA inhibitor	-1.1	0.1	-1.5	5.9*	0.1	0.7	-0.1	0.1
MT1-MMP act inh	-3	2	2	-3	-3	6	-6	7
FAS TE block	-4	-1	24	-1	21	-6	-8	-4
SKN-1 inh	-4	4	9	-10	5	-7	-14	13
MLLE-PAM2 inh	-10	9	-10	-17	-6	-40	-3	4
Tb MetRS inh	3.1	1.9	0.3	-0.4	0.5	-0.2	-2.1	-1.3
E coli Lon inh	-16	0	6	-23	5	1	-10	-3
MsrA act	-3	-2	-3	-5	-3	-12	-12	-2

(33) CCOC(=O)C1=C(O)/C(=C/c2ccc(CNC(=O)C(=O)Nc3ccc(C)cc3)o2)N=C1C
(34) CCn1c(SCC(=O)Nc2ccc3c(c2)OCCO3)nnc1-c1c[nH]c2ccccc12
(35) Cc1cc(N(CCO)CCO)ccc1C(c1ccc(N(CCO)CCO)cc1C)c1ccccc1Cl
(36) O=C(CSCc1ccccc1Cl)N/N=C/c1ccco1
(37) CC1(C)CC(=O)C(C=Nc2ccc(O)cc2)=C(O)C1
(38) COc1ccc(CCC(=O)NCc2cn3ccc(C)cc3n2)cc1
(39) CCOc1ccc(NC(=O)C2CCC(CNc3c(N4CCOCC4)c(=O)c3=O)CC2)cc1 (stereo not given)
(40) COC(=O)CSc1nc(NC(C)C)nc(N2CCOCC2)n1

Screen / compound no.	33	34	35	36	37	38	39	40
CendR NRP1 mod	-59	6	-9	-11	10	-7	1	1
MsrA inhibitor	1.2	-0.5	-0.8	1.4	5.4*	-1.0	0.2	-1.1
MT1-MMP act inh	-12	-9	-7	-1	6	4	2	2
FAS TE block	-4	0	4	-5	-9	-10	-6	-6
SKN-1 inh	15	-14	-7	-1	9	-6	-1	-2
MLLE-PAM2 inh	-17	5	2	14	-4	-6	-4	6
Tb MetRS inh	-0.5	1.6	-0.5	-0.3	-0.8	-0.3	-0.5	-0.5
E coli Lon inh	-14	4	-4	-1	-4	-3	-8	0
MsrA act	-4	-4	-3	-4	-4	0	-5	-2

(41) Cc1cccc(-n2nnc(C(=O)NCc3ccccc3)c2N)c1
(42) CC(C)C(NC(=O)C1CCC(C(C)(C)C)CC1)C(=O)NCCc1ccc(S(N)(=O)=O)cc1 (stereo not given)
(43) Cc1ccc2c(c1)c1c(n2CC(O)CN2CCCCCC2)CCCC1 (stereo not given)
(44) Cc1cccc(C)c1NC(=O)c1sc(N)nc1-c1ccccc1
(45) COCCNC(=O)CCSc1nc(-c2ccc(OC)cc2)cc(C(F)(F)F)n1
(46) CCOC(=O)N1CCC(NC(=O)c2ccc(CS(=O)c3cccc(Cl)c3)o2)CC1 (stereo not given)
(47) COc1ccc(OC)c2sc(Cl)nc12
(48) Cc1ccccc1/C=N/Nc1ncnc2nc[nH]c12

Screen / compound no.	41	42	43	44	45	46	47	48
CendR NRP1 mod	-2	1	-6	3	-1	-3	8	-4
MsrA inhibitor	-0.4	0.7	-1.2	-0.4	1.5	0.0	1.7	1.2
MT1-MMP act inh	1	4	-3	1	0	2	2	-1
FAS TE block	-3	-8	-11	-2	3	-2	-2	-10
SKN-1 inh	2	21	-13	9	4	-8	7	-16
MLLE-PAM2 inh	-2	-1	-10	0	8	-14	29	-4
Tb MetRS inh	0.0	0.4	-1.2	-0.2	0.6	-0.4	0.1	-0.7
E coli Lon inh	4	2	4	5	-2	6	-7	5
MsrA act	0	-3	-4	-2	-2	-10	-1	-9

(49) Cc1cnc(NC(=O)Cc2ccc(S(=O)(=O)N3CCOCC3)s2)s1
(50) CC1=CCC2C(=O)N(Cc3ccccc3)C(=O)C2C1 (stereo not given)
(51) O=C(COC(=O)C1CCN(c2ccc(C(F)(F)F)cn2)CC1)c1ccc(Cl)cc1
(52) CCSc1cc(N2CCCC2)nc(-c2cccc(C)c2)n1
(53) Cc1cc([N+](=O)[O-])nn1CC(=O)NNC(=S)Nc1ccc(F)cc1
(54) Cc1cc2ncn(C(=O)c3c(-c4ccccc4Cl)noc3C)c2cc1C
(55) CC(C)(C)c1ccc(C(=O)N2CCC(C(=O)NCC3CCCO3)CC2)cc1 (stereo not given)
(56) Cc1cccc(-n2ccnc2SCC(=O)Nc2ccc3c(c2)OCCO3)c1

Screen / compound no.	49	50	51	52	53	54	55	56
CendR NRP1 mod	-79	14	8	-5	-10	12	-15	-3
MsrA inhibitor	3.0	0.4	1.1	-1.2	0.6	-0.4	0.3	-1.2
MT1-MMP act inh	-32	5	-1	-3	6	-1	2	2
FAS TE block	-17	-4	28	20	3	11	-7	4
SKN-1 inh	-2	-6	-14	-4	-4	-21	-12	1
MLLE-PAM2 inh	72	-7	-10	7	29	6	-3	-8
Tb MetRS inh	-0.2	-0.3	-0.3	-1.4	-0.7	-0.9	-0.6	-0.6
E coli Lon inh	20	1	-2	6	5	-4	0	-6
MsrA act	-2	4	-2	-9	-11	-7	-4	1
